High-throughput results: PubChem, several laboratories
PP5 inh: PP5 phosphatase inhibitors, primary screen, biochemical, fluorescence. Serine/threonine-protein phosphatase 5 (Homo sapiens), P53041. purified PP5c, OMFP substrate fluorescence. inhibition, % at 6.7 µM. 320,000 compounds, 0.18% hits. AID 1987, 2009;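 active = inhibition above the campaign's mean inhibition across all tested compounds plus 3 SD, cut at about 9.5% in these data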;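 also: 0% = DMSO only and 100% = 100 µM cantharidin control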
Target sequence (P53041 whole entry, looked up): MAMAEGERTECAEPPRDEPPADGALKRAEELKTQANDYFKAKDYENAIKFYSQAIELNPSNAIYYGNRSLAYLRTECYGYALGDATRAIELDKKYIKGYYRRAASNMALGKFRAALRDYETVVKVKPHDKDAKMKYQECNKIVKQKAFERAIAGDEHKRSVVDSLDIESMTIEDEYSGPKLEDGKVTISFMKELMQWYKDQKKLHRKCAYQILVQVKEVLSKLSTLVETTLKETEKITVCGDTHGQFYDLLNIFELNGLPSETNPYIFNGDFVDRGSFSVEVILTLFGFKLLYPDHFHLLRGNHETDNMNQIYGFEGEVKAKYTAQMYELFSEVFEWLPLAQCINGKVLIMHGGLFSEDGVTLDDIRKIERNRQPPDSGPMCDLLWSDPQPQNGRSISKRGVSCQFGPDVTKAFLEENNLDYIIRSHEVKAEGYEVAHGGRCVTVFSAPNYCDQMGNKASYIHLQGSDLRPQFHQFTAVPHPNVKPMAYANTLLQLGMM
Efflux pump inh: inhibitors of Candida efflux pumps in yeast, primary screen, S. cerevisiae, Nile Red, multiplex; inhibition, % at 10 µM; S. cerevisiae Candida pump triplex; 330,000 compounds, 0.44% hits; AID 485275, 2010;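 active = plate passing quality check with inhibition over a set limit, or well fluorescence over plate mean plus 4 SD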;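 also: Nile Red retained in pooled yeast measured as flow cytometry median fluorescence; 0% = buffer negative control and 100% = Enniatin B positive control; higher means more Nile Red kept so more efflux inhibition; some compounds called inactive have numbers as strong as hits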
LYPLA2 counter: LYPLA2 inhibitors, primary screen, counter-screen for PME1 inhibitor project, biochemical, fluorescence polarization, FP-Rh probe ABPP; Acyl-protein thioesterase 2 (Homo sapiens), O95372; recombinant LYPLA2; inhibition, % at 5.9 µM; 320,000 compounds, 0.38% hits; AID 2177, 2009;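 active = inhibition above the screen-wide mean plus 3 SD, limit set per campaign, cut at about 26% in these data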;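 also: 0% = LYPLA2 with DMSO and 100% = wells lacking LYPLA2 enzyme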
CTSL1 counter: Fasciola hepatica cathepsin L1 inhibitors, primary screen, counter-screen for PFM18AAP inhibitor project, biochemical, QFRET, fluorogenic peptide substrate; recombinant F. hepatica cathepsin L1, Z-Leu-Arg-MCA fluorescence; inhibition, % at 5.96 µM; 300,000 compounds, 0.49% hits; AID 1906, 2009;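 active = inhibition above the mean of all tested compounds plus 3 SD, set per screening campaign, cut at about 17% in these data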;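 also: 0% = plate median of test compound wells and 100% = 1 µM Z-Phe-Ala-diazomethylketone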
PP1 inh: PP1-alpha phosphatase inhibitors, primary screen, counter-screen for PP5 inhibitor project, biochemical, fluorescence, OMFP substrate, single point | Serine/threonine-protein phosphatase PP1-alpha catalytic subunit (Homo sapiens), P62136 | purified PP1alpha | inhibition, % at 6.7 µM | 320,000 compounds, 0.9% hits | AID 2235, 2010;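 active = inhibition above the mean inhibition of all tested compounds plus 3 SD, computed separately for each screening campaign, cut at about 15% in these data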
Target sequence (P62136 whole entry, looked up): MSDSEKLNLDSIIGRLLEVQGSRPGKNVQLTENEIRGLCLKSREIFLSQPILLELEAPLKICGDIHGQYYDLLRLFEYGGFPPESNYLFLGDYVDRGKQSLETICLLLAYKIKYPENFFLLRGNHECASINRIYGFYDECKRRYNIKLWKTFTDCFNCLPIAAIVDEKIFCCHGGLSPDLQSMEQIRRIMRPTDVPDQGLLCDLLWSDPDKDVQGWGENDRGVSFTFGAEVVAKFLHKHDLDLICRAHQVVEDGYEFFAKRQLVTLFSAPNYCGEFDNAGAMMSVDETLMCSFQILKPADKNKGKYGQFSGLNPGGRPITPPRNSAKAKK
TPT1 inh: Candida albicans TPT1 enzyme inhibitors, primary screen, biochemical, fluorescence polarization | tRNA 2'-phosphotransferase TPT1 (Candida albicans SC5314) | AID 1962, 2009 | recombinant caTPT1, FP RNA substrate dephosphorylation | 300,000 compounds, 0.81% hits | inhibition, % at 5 µM;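 active = inhibition above the mean of all tested compounds plus 3 SD, set per screening campaign, cut at about 24% in these data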;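 also: plate controls were DMSO alone for no effect and ferristatin control at 100 nM for full effect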
PREPL inh: PREPL enzyme inhibitors, primary screen, biochemical, fluorescence polarization; Prolyl endopeptidase-like (Homo sapiens), Q4J6C6; recombinant PREPL, fluorescence polarization activity-based probe; inhibition, % at 5.96 µM; 320,000 compounds, 0.68% hits; AID 2751, 2010; in the data active = inhibition above about 43%;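 also: 0% = enzyme with DMSO and 100% = wells lacking enzyme; many of its hits are not listed in these tables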
JMJD2C inh: inhibitors of GASC-1 histone demethylase, primary screen, biochemical, fluorescence, DELFIA europium; Lysine-specific demethylase 4C (Homo sapiens), Q9H3R0; inhibition, % at 2.35 µM; AID 2099, 2009; 330,000 compounds, 0.069% hits; GST-JMJD2C(1-420) H3K9me3 demethylation;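 active = more than half of a compound's replicate wells show inhibition beyond 50%, single wells judged on their own value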;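 also: signal counts dimethyl H3K9 product captured on neutravidin plate; 0% = median of DMSO wells and 100% = 0.3 times that DMSO median; strong numbers were not always called active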
HCV core dimer: inhibitors of HCV core protein dimerization, primary screen, biochemical, TR-FRET, high-throughput | TR-FRET GST/Flag-core106 dimerization, 1536-well | inhibition, % at 5 µM | 300,000 compounds, 0.33% hits | AID 1899, 2009;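 active = inhibition above the mean of all tested compounds plus 3 SD, set per screening campaign, cut at about 45% in these data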
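System: GST/Flag-tagged HCV core106 proteins. Incubation: compound-protein-antibody incubation 4 h at 22.5 °C. Technique: HTRF with 340 nm excitation, 617/671 nm emission. Medium: KF-containing HEPES buffer, pH 7.45, DTT, CHAPS, BSA. Read-out: inhibition (%) from 671 over 617 nm ratio. Also added: Eu(K)-anti-GST 90 ng/mL plus XL665-anti-Flag 1 µg/mL.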
An asterisk follows results filed as active; x = not tested or not shown. This is a subset; the hit share may differ from the screen's.

1) O=C(NCCCN1CCOCC1)c1cc(S(=O)(=O)N2CCN(c3ccccc3)CC2)ccc1Cl
2) CC(=O)Nc1ccc(SCCCC(=O)c2ccccc2)cc1
3) COc1ccc(N(C)S(=O)(=O)c2cccc(C(=O)NC3CCCC(C)C3C)c2)cc1 (stereo not given)
4) Cc1cc(N)n2nc(C)c(-c3ccc(Cl)cc3)c2n1
5) Cc1cccc(C)c1NC(=O)c1cccc(C(=O)Nc2c(C)cccc2C)n1
6) CCc1c(C)nc2ncnn2c1N1CCCC(C(=O)NCc2ccco2)C1 (stereo not given)
7) CN(C)CCCOc1ccc(Cl)cc1Br
8) CNC(=S)N1N=C(c2cccs2)CC1c1ccc(OC)cc1 (stereo not given)
9) COC(=O)c1cc2ccccc2c(-c2c(O)ccc3ccccc23)c1O
10) CC(=O)c1c(C)[nH]c(C(=O)OCC(=O)N2CC(=O)Nc3ccccc32)c1C

screen / no.	1	2	3	4	5	6	7	8	9	10
PP5 inh	0.1	3.4	0.8	2.9	-1.7	1.3	0.4	3.0	4.6	0.4
Efflux pump inh	0.0	0.0	0.2	0.7	0.0	0.3	0.1	0.1	0.1	-0.1
LYPLA2 counter	-2	8	-10	4	1	-1	0	-5	10	13
CTSL1 counter	-2	1	3	-3	-1	1	1	9	-2	3
PP1 inh	-2	1	-5	-3	-2	1	-1	0	3	-1
TPT1 inh	-1	-2	1	-1	0	1	1	-1	-4	-3
PREPL inh	-5	2	11	20	-1	8	1	13	0	13
JMJD2C inh	58	-8	2	-5	-8	-4	5	0	-21	-2
HCV core dimer	-3	-8	5	-1	4	-3	-2	-7	6	-14

11) COc1ccc(CCC(=O)Nc2ccc3c(c2)OCO3)cc1OC
12) COc1ccc(/C=N/OCC(=O)N=Nc2c(O)[nH]c3ccc(Br)cc23)cc1OC
13) COC(=O)c1ccccc1NC(=S)NC(=O)CC(C)C
14) CC(C)(C)C(=O)NC1CC2CCCC(C1)N2C(=O)Nc1cccc(Cl)c1 (stereo not given)
15) O=C(CNCc1ccccc1)Nc1cccc(Cl)c1Cl
16) Cn1nnnc1Sc1ncnc2scc(-c3ccccc3Br)c12
17) CN(C)S(=O)(=O)c1ccc(S(=O)(=O)N(Cc2ccco2)Cc2ccccc2Cl)cc1
18) COc1ccccc1NC(=O)CSc1nnc(-c2ccoc2C)n1CCc1ccccc1
19) N#Cc1ccc(Oc2ccc(C(N)=O)cc2)cc1C#N
20) CC(C)CCNC(=O)CO/N=C/c1ccccc1OC(F)F

screen / no.	11	12	13	14	15	16	17	18	19	20
PP5 inh	3.7	2.6	0.7	-1.8	0.9	2.1	1.9	1.8	0.6	1.3
Efflux pump inh	0.2	-0.2	-1.3	-0.1	0.0	0.0	0.0	0.0	0.0	-0.2
LYPLA2 counter	13	-1	6	2	-6	-2	1	-10	6	7
CTSL1 counter	-1	1	-2	6	4	x	36*	-1	-3	-4
PP1 inh	3	8	-2	8	2	-6	-3	5	-2	2
TPT1 inh	0	-5	-1	0	2	x	1	-1	-4	-1
PREPL inh	4	7	14	10	-13	4	6	8	4	3
JMJD2C inh	-18	10	7	-15	3	7	1	-50	2	1
HCV core dimer	-6	-8	-4	-1	2	x	-4	14	0	-16

Gathered by group: the entries above with two or more sulfur atoms.
8) CNC(=S)N1N=C(c2cccs2)CC1c1ccc(OC)cc1 (stereo not given)
16) Cn1nnnc1Sc1ncnc2scc(-c3ccccc3Br)c12
17) CN(C)S(=O)(=O)c1ccc(S(=O)(=O)N(Cc2ccco2)Cc2ccccc2Cl)cc1

screen / no.	8	16	17
PP5 inh	3.0	2.1	1.9
Efflux pump inh	0.1	0.0	0.0
LYPLA2 counter	-5	-2	1
CTSL1 counter	9	x	36*
PP1 inh	0	-6	-3
TPT1 inh	-1	x	1
PREPL inh	13	4	6
JMJD2C inh	0	7	1
HCV core dimer	-7	x	-4

Further structures follow.
21) COc1ccc(CC(NC(C)=O)C(=O)NC2CCN(C(=O)Nc3ccccc3Cl)CC2)cc1OC (stereo not given)
22) COc1ccc(NC(=O)Nc2ccc3nccnc3c2)cc1
23) Cc1cnc(C(=O)OCC(=O)Nc2ccccc2-c2ccccc2)cn1
24) Cc1cc(Cl)c2oc(C(=O)N3CCC(O)(c4ccccc4)CC3)c(C)c2c1
25) O=[N+]([O-])c1cccnc1Oc1ccccc1F
26) Cc1cc(=O)oc2c3c(ccc12)OC/C3=N/N
27) Cc1sc2ncnc(OCC(=O)NCc3cccs3)c2c1C
28) CN=c1oc2ccc(Cl)cc2cc1C(N)=O
29) COc1ccc(S(=O)(=O)N(C)CC(=O)NCc2ccco2)cc1
30) Cc1c(CC(=O)O)c(=O)oc2c(C)c(OCc3ccc(F)cc3Cl)ccc12

screen / no.	21	22	23	24	25	26	27	28	29	30
PP5 inh	-0.2	2.1	0.4	2.4	0.0	2.7	2.4	0.2	1.0	0.6
Efflux pump inh	-0.2	-0.1	0.1	0.5	0.0	0.2	0.2	0.0	0.1	0.0
LYPLA2 counter	4	5	0	-4	-1	-3	1	-2	-1	-4
CTSL1 counter	0	1	x	9	1	-3	-1	8	-2	0
PP1 inh	-2	-3	-1	3	-2	-6	-1	-4	1	-2
TPT1 inh	-7	-2	x	0	2	1	-6	-2	2	-1
PREPL inh	12	21	15	-2	22	-6	7	0	-3	14
JMJD2C inh	-4	-4	-1	3	-1	1	-19	-9	3	-5
HCV core dimer	-5	-8	x	1	1	-5	6	3	-3	8

31) CCOc1ccc(S(=O)(=O)NC(Cc2c[nH]c3ccccc23)C(=O)O)cc1 (stereo not given)
32) O=C(Nc1cc(C(F)(F)F)ccc1N1CCOCC1)c1ccc(F)cc1
33) COC(=O)CNC(=O)COC(=O)/C=C/c1cccs1
34) CCCOC(=O)c1ccc(NC(=O)CSC2=Nc3ccccc3C3CC=NN23)cc1 (stereo not given)
35) O=C(C[n+]1ccc(Cc2ccccc2)cc1)Nc1ccccc1
36) O=C(CCCC(=O)OCC(=O)c1cccs1)Nc1ccc(F)cc1
37) CCOc1ccc(-n2c(SCc3cc(=O)oc4cc(C)c(C(C)C)cc34)nnc2-c2cccnc2)cc1
38) CCc1ccc(OCC(=O)N/N=C(\C)c2ccccc2OC(F)F)cc1
39) Cc1oc(-c2ccc(Cl)cc2)nc1CSCC(=O)NC1CCN(Cc2ccccc2)CC1
40) CC(/C=C1\SC(=S)N(NS(=O)(=O)c2ccc(C)cc2)C1=O)=C\c1ccccc1

screen / no.	31	32	33	34	35	36	37	38	39	40
PP5 inh	0.9	0.0	-0.9	-1.4	2.1	2.5	1.6	2.9	1.4	-5.0
Efflux pump inh	-0.1	0.0	0.1	0.1	0.0	0.1	0.3	0.3	0.0	0.1
LYPLA2 counter	3	0	0	-10	-3	8	7	0	-5	-4
CTSL1 counter	2	-2	-14	3	-2	-31	4	-4	-3	0
PP1 inh	-1	-4	-3	3	-2	0	3	-5	-3	16*
TPT1 inh	-2	2	-1	2	4	-3	3	0	-1	0
PREPL inh	7	-4	16	-10	9	-9	14	-3	12	-12
JMJD2C inh	-5	-1	5	-2	-10	2	3	-6	-12	-15
HCV core dimer	2	-1	0	4	-1	10	13	-4	-5	12

41) Cc1nn(-c2ccccn2)c2c1C(c1ccncc1)C1=C(CC(C)(C)CC1=O)N2 (stereo not given)
42) CCOC(=O)c1cc(-c2ccccc2)sc1NC(=O)c1ccc(OC)c(OC)c1
43) Cc1ccc(S(=O)(=O)N2CCCCC2)cc1NC(=O)c1ccc(Cl)nc1
44) Cc1ccc(C(=O)NCC2(c3ccccc3)CCCC2)cc1
45) COCCNC(=O)c1cc2cc(Cl)cc(Cl)c2oc1=O
46) NC(=O)C1=C[C@H](c2coc3ccccc3c2=O)C[C@H](OCCCCO)O1
47) Cc1ccc(-c2noc(CN(C(=O)C(c3ccccc3)c3ccccc3)C(C)C)n2)cc1
48) COc1cc(/C=N/N2C(=O)c3ccccc3NC2(C)c2cccc([N+](=O)[O-])c2)cc(Br)c1O (stereo not given)
49) c1ccc(Cc2noc(CN3CCN(C4CCc5ccccc5C4)CC3)n2)cc1 (stereo not given)
50) Cc1csc2c(SCC(=O)NNS(=O)(=O)c3cccc(C(F)(F)F)c3)ncnc12
51) Cc1ccc(S(=O)(=O)/N=C2/C=C(Sc3ncn[nH]3)C(=O)c3ccccc32)c(C)c1

screen / no.	41	42	43	44	45	46	47	48	49	50	51
PP5 inh	-0.2	0.0	-0.6	2.0	-0.6	-1.3	0.3	1.8	-0.5	0.2	13*
Efflux pump inh	0.1	0.7	0.5	0.0	0.1	0.0	0.0	-0.1	0.0	0.0	-0.1
LYPLA2 counter	1	7	-8	5	3	-2	0	3	7	5	31*
CTSL1 counter	3	-2	x	2	3	-6	3	2	4	-4	103*
PP1 inh	-2	-1	-2	-2	-2	-9	4	1	-3	-2	3
TPT1 inh	-1	-1	x	6	1	-5	-5	-4	0	-1	2
PREPL inh	5	0	-3	-11	-2	4	15	3	11	0	12
JMJD2C inh	-11	-13	x	-18	-4	7	1	15	12	-1	26
HCV core dimer	2	2	x	2	-1	2	5	5	5	0	-5
